mcGAS lum = mouse cGAS inhibition by luminescence; recombinant cGAS, Kinase-Glo ATP depletion luminescence; inhibition, % at 12.5 µM; 160,000 tested, 0.15% active; AID 1259399;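 further: 0% = negative control wells and 100% = reference inhibitor with no enzyme activity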
NPYLR7 ag = mosquito NPYLR7 agonism. AID 1259423. 270,000 tested, 0.15% active. HEK293T NPYLR7/Galpha15, GCaMP6s calcium fluorescence. activation, % at 10 µM; in the data active means activation above about 40%;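 further: 0% = vehicle and 100% = reference agonist at the receptor; some compounds past the cut are filed as inactive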
hcGAS inh = inhibitors of human cGAS | inhibition, % at 12.5 µM | AID 1259398 | recombinant h-cGAS, ATP depletion, Kinase-Glo luminescence | Q8N884 | 290,000 tested, 0.081% active;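 further: 0% = vehicle reaction and 100% = reaction without DNA for no activity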
Target sequence (Q8N884 whole entry, looked up): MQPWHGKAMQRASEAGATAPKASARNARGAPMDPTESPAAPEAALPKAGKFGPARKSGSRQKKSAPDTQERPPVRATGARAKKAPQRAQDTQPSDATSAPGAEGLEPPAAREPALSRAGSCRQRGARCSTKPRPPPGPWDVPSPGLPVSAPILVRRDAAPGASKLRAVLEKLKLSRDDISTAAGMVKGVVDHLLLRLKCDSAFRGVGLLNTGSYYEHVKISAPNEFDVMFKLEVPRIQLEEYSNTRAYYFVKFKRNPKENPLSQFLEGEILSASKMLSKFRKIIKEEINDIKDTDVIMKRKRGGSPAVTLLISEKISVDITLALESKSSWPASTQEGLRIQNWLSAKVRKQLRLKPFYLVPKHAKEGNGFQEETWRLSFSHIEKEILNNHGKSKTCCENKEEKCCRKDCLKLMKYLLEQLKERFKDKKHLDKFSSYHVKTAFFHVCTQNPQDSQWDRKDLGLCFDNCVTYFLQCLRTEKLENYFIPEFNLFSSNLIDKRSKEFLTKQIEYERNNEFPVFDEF
Active calls of the source: *; nt = no result given; & = joins results of further samples. Unless noted, no stated cut-off is given here; in the data, active means inhibition above about 40%; inactive means the rest.

SMILES	mcGAS lum	NPYLR7 ag	hcGAS inh
Cc1noc(C)c1CN(C)CC1CN(CC(C)C)CCO1 (stereo not given)	nt	4	-5
Cn1nc(CN2CCN(c3ncc(F)cn3)CC2)c2c(Cl)cccc21	nt	10	-2
CN1CCCC(CC2c3ccccc3Sc3ccccc32)C1 (stereo not given)	nt	-5	-2
CC(NC(=O)CC1c2ccccc2CCc2ccccc21)c1ccncn1 (stereo not given)	nt	8	-13
CCOc1c(C)cnc2c1c(=O)n(Cc1cccnc1)c(=O)n2C	0	5	-2
COc1cccc(-n2c(=O)[nH]c3c(C(N)=O)nc(-c4ccncc4)nc32)c1	nt	12	-7
CC(=O)Nc1ccc(NC(=O)c2cccn(OCc3cccc(Cl)c3)c2=O)cc1	-6	11	-5
C=C(C)Cn1c(=O)c2c(nc3n(CCCN4CCOCC4)c(C)c(C)n23)n(C)c1=O	nt	6	-7
Cn1cc(S(=O)(=O)N2CCCC2)cc1C(=O)O	nt	1	-12
Cc1cc(C)cc(NNC(=O)C=Cc2cccs2)c1	nt	7	0
Cc1ccc(Cl)cc1-n1c(SCc2ccc(F)cc2)nnc1C(Cc1ccccc1)NC(=O)Cc1cccs1 (stereo not given)	1	-6	0
CCOc1ccc(C(=O)Oc2coc(CSc3nc(C)cs3)cc2=O)cc1OCC	-8	-6	-5
Cc1c(C(=O)N2CCc3ccccc3C2)cnc2c(-c3cccc(Cl)c3)cnn12	-8	27	-6
Cc1sc2ncnc(-n3ccnc3)c2c1C	nt	6	0
CCC(C(=O)N1CCC2(CC1)C(=O)N(CC(=O)N1CCC(Cc3ccccc3)CC1)CN2c1ccccc1)c1ccccc1 (stereo not given)	1	-4	2

Another view of part of the listing above.
Second line of a record: mcGAS lum, NPYLR7 ag, hcGAS inh
- CN1CCCC(CC2c3ccccc3Sc3ccccc32)C1 (stereo not given)
 : nt, -5, -2
- CC(NC(=O)CC1c2ccccc2CCc2ccccc21)c1ccncn1 (stereo not given)
 : nt, 8, -13
- CCOc1c(C)cnc2c1c(=O)n(Cc1cccnc1)c(=O)n2C
 : 0, 5, -2
- COc1cccc(-n2c(=O)[nH]c3c(C(N)=O)nc(-c4ccncc4)nc32)c1
 : nt, 12, -7

One compound at a time (already shown). Screens in order: mcGAS lum	NPYLR7 ag	hcGAS inh
COc1cccc(-n2c(=O)[nH]c3c(C(N)=O)nc(-c4ccncc4)nc32)c1 is listed as nt	12	-7
Cc1c(C(=O)N2CCc3ccccc3C2)cnc2c(-c3cccc(Cl)c3)cnn12 is listed as -8	27	-6
Cc1sc2ncnc(-n3ccnc3)c2c1C is listed as nt	6	0
Cn1nc(CN2CCN(c3ncc(F)cn3)CC2)c2c(Cl)cccc21 is listed as nt	10	-2

Structural class: the entries above with an aryl thioether with sulfur outside any ring.
SMILES	mcGAS lum	NPYLR7 ag	hcGAS inh
Cc1ccc(Cl)cc1-n1c(SCc2ccc(F)cc2)nnc1C(Cc1ccccc1)NC(=O)Cc1cccs1 (stereo not given)	1	-6	0
CCOc1ccc(C(=O)Oc2coc(CSc3nc(C)cs3)cc2=O)cc1OCC	-8	-6	-5

Following part:
SMILES	mcGAS lum	NPYLR7 ag	hcGAS inh
C=CCN(Cc1csc(COc2cccc(Cl)c2)n1)C(=O)C1CC1	-4	33	0
COc1ccc(-c2c(C)nn3c(NCCc4ccccc4)cc(C)nc23)cc1OC	-5	3	-5
CN(C)Cc1nc(C(=O)N(C)C2Cc3ccccc3C2)cs1	nt	-1	-2
CCCc1cc(C(=O)OCC)nn1C1CCN(C(=O)C2C[C@H]2c2ccccc2)CC1 (stereo not given in full)	-6	2	-5
CC1(C(=O)NS(=O)(=O)c2cccs2)CCN1C(=O)c1cccc(F)c1 (stereo not given)	nt	4	-6
Cn1c(-c2ccc(C(F)(F)F)cc2)nc2c1c(=O)[nH]c(=O)n2Cc1ccccc1	nt	-3	-5
CC1(C(=O)NS(=O)(=O)Cc2cccc(Cl)c2)CCN1C(=O)C1(c2ccc(Cl)cc2)CC1 (stereo not given)	nt	1	-9
COCCCN(CC(=O)N(CCc1c[nH]c2ccccc12)Cc1ccc(OC)c(OC)c1)C(=O)c1cccc(C(F)(F)F)c1	-3	29	-4
CC(C)Cc1noc(-c2ccc(-c3ccc4c(c3)OCCO4)nc2)n1	-12	3	-6
Cc1nc(/C=C/C(=O)NC(C)c2ncc(-c3ccccc3)[nH]2)cs1 (stereo not given)	nt	6	-18
O=C(c1ccc(Cl)cc1)C1CCN(CC(=O)N2CCN(c3ccccc3)CC2)CC1	nt	9	-4
CC1OC(O[C@H]2C=C/C=C/C=C/C=C/C=C/C=C/C=C/[C@H](C)[C@@H](O)[C@@H](C)[C@H](C)OC(=O)CC(O)CC(O)CCC(O)C(O)CC(O)C[C@]3(O)C[C@H](O)C(C(=O)O)C(C2)O3)C(O)[C@H](N)C1O (stereo not given in full)	nt	-9&-4	-1&2
COc1ccc(-c2nccn2CCc2nc(C)cc(=O)[nH]2)c(OC)c1	-16	11	-5
CC(C)(C)c1ccc(COc2coc(CN3CCN(C(=O)C4(c5ccc(Cl)cc5)CCCC4)CC3)cc2=O)cc1	-8	17	-7
CC1(C)NC(=O)N(CCCC(=O)O)C1=O	-6	2	1
O=C(COC(=O)C=Cc1ccco1)Nc1ccc(Cl)c(S(=O)(=O)N2CCOCC2)c1	-8	0	-3
CN(CCc1ccccn1)[C@H]1[C@@H]2OC[C@@H](O2)[C@@H](N(Cc2ccccc2O)Cc2ccccc2O)[C@@H]1O	-6	-8	-6
Cc1ccc(CNC(=O)Nc2ccc(N3CCCC3)nc2)n1C	nt	1	-14
COc1ccc(C2CC(=O)C3C(=Nc4ccccc4NC3c3cccc4ccccc34)C2)cc1 (stereo not given)	nt	-7	-5
COc1ccccc1Cn1c(C(=O)N2CCN(C(=O)COCc3ccccc3)C(C)C2)cc2ccsc21 (stereo not given)	-5	nt	-2
COc1cc(Nc2nccc3c2cc(-c2ccc(C(=O)N(C)C)cc2)n3C)cc(OC)c1OC	-6	2	-3
CCOC(=O)[C@@H]1[C@@H](O)C(=O)N(C)C12CCN(C(=O)c1ccc(C(F)(F)F)cc1)CC2	1	9	9
CC1(C(=O)Nc2ccc3nc[nH]c3c2)CCN1C(=O)C/C=C/c1ccccc1 (stereo not given)	-4	16	-8
CCOc1ccc(C(=O)NC(C(=O)N2CCN(Cc3ccco3)CC2)C(C)C)cc1 (stereo not given)	nt	0	-3
Cc1ccc2c(c1)c(CNC(C)Cn1nc(C)cc1C)nn2C (stereo not given)	-10	nt	-5
COC(=O)Cn1c(=NC(=O)c2ccccc2[N+](=O)[O-])sc2cc3c(cc21)OCCO3	-8	3	-4
C/C=C(\C)CN1CCN(CCOCCO)CC1	nt	2	-5
CC(C)(CN=Cc1c(O)[nH]c(=O)[nH]c1=O)N1CCOCC1	-8	8	-4
CC(C)Cc1cc(-c2nccn2[C@@H](C)C(N)=O)n[nH]1	nt	16	-13
COc1cc(-c2cc(C(=O)NC(C)c3ccccc3)c3ccccc3n2)cc(OC)c1OC (stereo not given)	-7	2	-4
C/C=C(\C)C(=O)N1CCc2cc(OC)c(OC)cc2C1c1c(F)cccc1Cl (stereo not given)	-8	13	-4
Cc1nc(-c2cnccn2)sc1C(=O)N1CCC2(CCNC2=O)CC1	nt	7	-2
O=C(CCC1CCN(C(=O)C2CCOCC2)CC1)N1CCC(Cc2ccccc2)CC1	nt	19	-6
C=C(C)C(O)(C(=C)C)c1ccc(CN(Cc2cccc(OC)c2)Cc2ccco2)o1	-6	0	-4
CCCNC(=O)C1(C)CCCN(Cc2cccc(Cl)c2)C1 (stereo not given)	1	-8	4
Cc1ccc(C)c(N(CCCC(=O)NCCN(C)C)S(C)(=O)=O)c1	nt	-3	-3
CCc1ccc(O)c(C(=O)c2cnc3c(c2)CN(CCC(C)C)C(=O)N3)c1	nt	8	-3
CC(=O)N1c2ccc(S(=O)(=O)N(C)Cc3ccc(N4CCOCC4)cc3)cc2CC1C (stereo not given)	nt	3	7
Cc1ccc(NC(=O)c2cccc(N(C)C)c2)cc1NC(=O)c1ccc(O)cc1	nt	-8	-3
COc1cccc(C(=O)N(Cc2c(-c3ccccc3)noc2N2CCCCC2)CC2CCCO2)c1 (stereo not given)	-9	nt	-4
c1cncc(CNc2cc(-c3cnc4ccccc4c3)c3cc[nH]c3n2)c1	nt	1	-2
CC(C)(C)S(=O)CCNCc1ccccc1C(F)(F)F (stereo not given)	nt	5	-16
C=C(C)Cn1c(NCCO)nc2c1c(=O)[nH]c(=O)n2C	nt	14	-6
Cc1ccc(CNc2ccc3c(c2)ncn3C)cc1	nt	12	-5
Cc1cc(NC(=O)C2CCN(C(C)c3cccnc3)CC2)no1 (stereo not given)	nt	4	-4
CCCN(Cc1nccn1C)C(=O)c1cc(C)c(C)c(S(N)(=O)=O)c1	-17	-6	-7
CC(C)C(C)N(Cc1cccc([N+](=O)[O-])c1)Cc1cccn1Cc1ccc(F)cc1 (stereo not given)	-7	nt	-1
Cc1nc(-c2ccccc2)sc1C(=O)NCCOc1ccc(-c2ccc(F)cc2)nn1	-9	-2	-8
CSc1ccc(CNC(=O)C2(C)CCCN(C(C)C)C2)cc1 (stereo not given)	nt	0	-14
Cc1noc(C2CCCN(c3nc(C(C)(C)C)nc(C)c3C)C2)n1 (stereo not given)	nt	3	4
Cc1ccc(C(=O)N2CCC(CCC(=O)NCc3cccc(Cl)c3)CC2)cn1	nt	12	-8
CCOCCOc1nc(-c2ccc3c(c2)OCO3)n(-c2ccc(NC(=O)c3ccc([N+](=O)[O-])cc3Cl)cc2)n1	-4	6	-2
O=C(c1ccsc1)N1CCC2(CCCN(Cc3cccc(F)c3F)C2=O)C1 (stereo not given)	nt	4	-6
C=CCN(CC(=O)N(Cc1cccn1C)CC(C)C)C(=O)Nc1ccc(CC)cc1	3	-15	-2
CC(C)Oc1cc(N(C)Cc2nncn2C(C)C)nc(N)n1	nt	-5	1
C=CCOCC(O)CN(CCC(C)C)Cc1cccc(OC)c1 (stereo not given)	1	-7	0
CCCCCCCc1c(C#N)c(N)[nH]c(=S)c1C#N	nt	-3	1
Cc1ncc2c(c1CNC(=O)c1cn(CC3CCCCC3)nn1)CCNC2	-15	2	1
CCc1nc2ccc(C(=O)NCCCn3ccnc3)cn2c1N(C)Cc1nccs1	-2	-8	-5
CCN1CCN(C(=O)c2cc(-c3ccccc3)nc3cc(-c4ccccc4)nn23)CC1	-6	-2	-2

The list continues:
SMILES	mcGAS lum	NPYLR7 ag	hcGAS inh
CNc1nc(-c2ccccc2)[n+](-c2ccccc2)s1	-5	37	-4
Nc1ccncc1CCC1CCCCC1	nt	6	-13
Cc1nc(SCC(=O)NCc2cc3ccccc3o2)n[nH]1	-11	-4	-9
Cn1nccc1C1CCCN(Cc2csc(Br)c2)C1 (stereo not given)	nt	7	-4
O=C(COC(=O)c1c(Cl)cccc1Cl)Nc1ccccc1OC(F)F	nt	0	-6
Cc1ccc(-c2csc3nc(CN(Cc4ccccc4)CC(C)(C)O)[nH]c(=O)c23)c(C)c1	-3	7	-5
CC(C)Nc1nc(-c2ccccc2CO)c2sccc2n1	nt	4	-4
CCOC(=O)Cn1c(=NC(=O)c2ccn(C)n2)sc2cc(SC)ccc21	-5	0	-2
c1csc(-c2nc3cnccn3c2NC2CCCCC2)c1	nt	5	5

From PubChem BioAssay
